# Screening results as filed in PubChem.
# GluA2 TARP mod = modulators of AMPA receptor GluA2-stargazin complexes. HEK293 GluA2+stargazin, membrane potential dye (FDSS), glutamate EC50; hits were called plate by plate, in both directions. calls only at 30 µM. O88602+P19491. 40,000 tested, 3.5% active. AID 1259245;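 active = any of four per-well response measures lying three or more SD from its plate-wide compound average, in either direction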
# Target sequence (O88602 whole entry, looked up): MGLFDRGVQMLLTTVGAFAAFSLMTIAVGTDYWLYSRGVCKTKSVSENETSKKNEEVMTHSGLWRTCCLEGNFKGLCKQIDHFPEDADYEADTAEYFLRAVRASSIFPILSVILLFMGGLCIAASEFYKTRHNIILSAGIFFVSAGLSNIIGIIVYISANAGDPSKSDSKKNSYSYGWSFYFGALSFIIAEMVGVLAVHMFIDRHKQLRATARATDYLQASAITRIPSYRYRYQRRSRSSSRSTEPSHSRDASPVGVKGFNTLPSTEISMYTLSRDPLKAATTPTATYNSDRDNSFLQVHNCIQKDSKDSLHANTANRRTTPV
# Target sequence (P19491 whole entry, looked up): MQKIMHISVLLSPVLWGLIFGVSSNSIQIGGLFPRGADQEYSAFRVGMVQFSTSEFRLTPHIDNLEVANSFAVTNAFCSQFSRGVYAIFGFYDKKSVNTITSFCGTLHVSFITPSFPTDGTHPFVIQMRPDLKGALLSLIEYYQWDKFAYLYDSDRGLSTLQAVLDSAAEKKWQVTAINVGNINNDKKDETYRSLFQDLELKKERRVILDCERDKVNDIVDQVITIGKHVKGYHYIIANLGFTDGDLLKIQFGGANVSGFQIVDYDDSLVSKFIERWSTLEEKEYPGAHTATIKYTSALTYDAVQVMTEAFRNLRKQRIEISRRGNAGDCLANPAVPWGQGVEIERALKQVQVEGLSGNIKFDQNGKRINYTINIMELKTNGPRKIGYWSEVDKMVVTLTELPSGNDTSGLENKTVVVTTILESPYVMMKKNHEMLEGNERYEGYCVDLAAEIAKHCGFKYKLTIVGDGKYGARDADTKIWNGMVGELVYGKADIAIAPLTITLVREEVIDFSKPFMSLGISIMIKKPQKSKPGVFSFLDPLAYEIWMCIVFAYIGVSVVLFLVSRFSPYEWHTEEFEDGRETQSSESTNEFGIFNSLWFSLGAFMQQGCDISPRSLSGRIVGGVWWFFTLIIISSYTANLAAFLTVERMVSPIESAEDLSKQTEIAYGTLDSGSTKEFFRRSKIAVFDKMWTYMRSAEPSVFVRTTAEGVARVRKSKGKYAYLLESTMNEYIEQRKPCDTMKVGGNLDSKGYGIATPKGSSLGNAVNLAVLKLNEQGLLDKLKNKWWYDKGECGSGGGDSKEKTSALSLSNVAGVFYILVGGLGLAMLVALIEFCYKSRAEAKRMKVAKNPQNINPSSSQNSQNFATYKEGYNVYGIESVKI
# GluA2 TARP mod agonism max-min = further read-out of GluA2 TARP mod, marked with its call; compound max-min signal; compound-alone response (agonism);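 unitless range of fluorescence divided by baseline over first 100 seconds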
# GluA2 TARP mod glutamate slope = further read-out of GluA2 TARP mod, marked with its call; glutamate slope, % of max; measured here: glutamate response slope, % max;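 scaled per plate between vehicle wells and maximal 1 mM glutamate control wells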
# * hit, by the source's call; i = inactive. Some of the compounds tested (hit frequency here may not be typical).
SMILES,GluA2 TARP mod,GluA2 TARP mod agonism max-min,GluA2 TARP mod glutamate slope
NCC(O)c1ccc2c(c1)CCO2 (stereo not drawn),i,0.0528,51.4
Cn1ncc(N2CCNCC2)c(Cl)c1=O,i,0.0837,36.4
Nc1ccccc1-n1c(=S)[nH]c2ccccc2c1=O,i,0.058,74.9
c1cc(CN2CCNCC2)ccn1,i,0.0314,46.7
O=C(COc1ccc(Cl)cc1)N1CCN(Cc2nnnn2-c2ccc(F)c(F)c2)CC1,i,0.0625,65.5
CCOCCCNC(=O)c1c(N)n(CCCOC)c2nc3ccccc3nc12,i,0.148,61.4
COC(=O)C1C(=O)NCC1C(C)C (stereo not drawn),i,0.0369,35.3
Cc1nc(-c2ccccc2)sc1CC(=O)N1CCN(C/C=C/c2ccccc2)CC1,i,0.128,81.1
COc1ccccc1/C=C1\Oc2cc(OC(=O)N(C)C)ccc2C1=O,i,0.0836,67.0
Nc1c(C(=O)NCc2ccc(F)cc2)c2nc3ccccc3nc2n1CCN1CCOCC1,i,0.132,53.7
Cc1ccc2nc(N(CCN3CCOCC3)C(=O)Cc3ccccc3)sc2c1,i,0.0316,30.8
COc1ccc(-n2c(C)nc3ccc(NC(=O)C4CC4)cc3c2=O)cc1,i,0.106,72.0
CC12CCC3C(CCC4CC(=O)CC43C)C1CCC2O (stereo not drawn),i,0.0376,60.8
COc1ccc(S(=O)(=O)NCC#CCN(C)C)cc1C,i,0.0779,52.9
CN(C)CC#CCNS(=O)(=O)c1ccccc1F,i,0.0832,47.6
CN1CCN(c2cc(N)nc(N)n2)CC1,i,0.0994,36.2
CS(=O)(=O)NCC#CCN1CCCCC1,i,0.123,46.2
COCCCn1c(N)c(C(=O)NCc2ccccc2Cl)c2nc3ccccc3nc21,i,0.144,69.4
CN(C)C(=O)Oc1ccc2c(c1)O/C(=C\c1ccccc1)C2=O,i,0.113,64.9

# A section of the results above, as a working copy:
SMILES,GluA2 TARP mod,GluA2 TARP mod agonism max-min,GluA2 TARP mod glutamate slope
CN1CCN(c2cc(N)nc(N)n2)CC1,i,0.0994,36.2
CS(=O)(=O)NCC#CCN1CCCCC1,i,0.123,46.2
COCCCn1c(N)c(C(=O)NCc2ccccc2Cl)c2nc3ccccc3nc21,i,0.144,69.4
CN(C)C(=O)Oc1ccc2c(c1)O/C(=C\c1ccccc1)C2=O,i,0.113,64.9

# 7 compounds from above with just GluA2 TARP mod agonism max-min and GluA2 TARP mod.
Compound | GluA2 TARP mod agonism max-min | GluA2 TARP mod
Cc1nc(-c2ccccc2)sc1CC(=O)N1CCN(C/C=C/c2ccccc2)CC1 | 0.128 | i
COc1ccccc1/C=C1\Oc2cc(OC(=O)N(C)C)ccc2C1=O | 0.0836 | i
Nc1c(C(=O)NCc2ccc(F)cc2)c2nc3ccccc3nc2n1CCN1CCOCC1 | 0.132 | i
Cc1ccc2nc(N(CCN3CCOCC3)C(=O)Cc3ccccc3)sc2c1 | 0.0316 | i
COc1ccc(-n2c(C)nc3ccc(NC(=O)C4CC4)cc3c2=O)cc1 | 0.106 | i
CC12CCC3C(CCC4CC(=O)CC43C)C1CCC2O (stereo not drawn) | 0.0376 | i
COc1ccc(S(=O)(=O)NCC#CCN(C)C)cc1C | 0.0779 | i
